Measles CPE: protection of cells from measles virus. protection (pct of control), % at 4 µM. Measles virus-infected cells, CPE protection, absorbance. AID 841. hit rate 1.5% among 140,000; in the data active = protection mostly above about 24%, no sharp cut-off; inactive = mostly below about 26%; also: some compounds called inactive have numbers as strong as hits
bCat KO growth: beta-catenin-lacking colon tumor cell growth suppression; HCT116 beta-catenin knockout viability, CellTiter-Glo, 60 h; active compounds read low; AID 818; viability, % at 10 µM; hit rate 1.5% among 140,000;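 active = viability at or under a set limit, the compound median less 4 SD, cut at about 6% in these data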;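 also: 0% = Hyamine 1622 control at 20 µM and 100% = untreated cell control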
MRP-1 activ: activates MRP-1. AID 799. hit rate 0.61% among 140,000. H69AR cells + doxorubicin, viability rescue, CellTiter-Glo. viability increase, % at 10 µM;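 active = viability gain under doxorubicin at or above a set limit, the compound median plus 3 SD, cut at about 4.7% in these data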;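 also: MRP-1 overexpressing cells given doxorubicin 25 µM after compound pretreatment; 18-22 h compound pretreatment then 72 h with doxorubicin before readout; 0% = doxorubicin-only wells and 100% = vehicle-treated cells without doxorubicin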
Yeast lifespan up: yeast lifespan extension. hit rate 0.68% among 130,000. S. cerevisiae growth with nicotinamide, OD615; deaD strain in restrictive glucose medium. inhibition of the nicotinamide effect, % at 10 µM. AID 775;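 active = inhibition above a set limit, placed 3 SD over the median of all compounds, cut at about 26% in these data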;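 also: 0% = nicotinamide-treated wells and 100% = cells grown without nicotinamide; some compounds called inactive have numbers as strong as hits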
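assay system = DeaD-strain S. cerevisiae | buffer or medium = restrictive glucose medium | reagent = 1.5 mM nicotinamide | compound = 10 µM single point, 0.25% DMSO | incubation = 48 h compound exposure at 30 °C, humidified | signal = OD615 measurement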
NPY-Y2 antag: antagonists of human neuropeptide Y receptor Y2; hit rate 0.99% among 140,000; P49146; inhibition, % at 2.7 µM; AID 793; NPY-Y2 expressing cells, antagonist mode; in the data active = inhibition above about 17%;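 also: 0% = vehicle with agonist challenge and 100% = reference antagonist with challenge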
Target sequence (P49146 whole entry, looked up): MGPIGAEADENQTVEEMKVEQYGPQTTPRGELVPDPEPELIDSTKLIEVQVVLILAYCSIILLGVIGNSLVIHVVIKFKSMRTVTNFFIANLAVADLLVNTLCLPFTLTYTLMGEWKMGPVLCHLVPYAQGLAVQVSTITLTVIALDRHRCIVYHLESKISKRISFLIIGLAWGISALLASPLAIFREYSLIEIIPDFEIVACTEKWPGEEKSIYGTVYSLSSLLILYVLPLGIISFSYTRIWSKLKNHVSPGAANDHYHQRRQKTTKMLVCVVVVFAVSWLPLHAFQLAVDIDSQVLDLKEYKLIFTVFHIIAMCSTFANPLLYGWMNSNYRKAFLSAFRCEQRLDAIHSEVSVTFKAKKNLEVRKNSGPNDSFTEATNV
Phagocytosis inh: blocks phagocytosis by macrophages. hit rate 0.07% among 110,000. inhibition, % at 5 µM. J774A.1 macrophage IgG-bead phagocytosis, imaging;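 active = inhibition above the mean of the plate negative controls plus 5 SD, cut at about 13% in these data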;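 also: phagocytic index as fraction of beads internalized from green versus red external bead signal; plate controls were DMSO negative control for no effect and cytochalasin-D positive control for full effect; some results beyond the cut were filed as inactive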
PTEN del growth: PTEN-deleted cell growth suppression | HCT116 PTEN-null viability, CellTiter-Glo, 60 h; active compounds read low | viability, % at 10 µM | hit rate 1.2% among 140,000;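 active = viability at or below a set limit, 4 SD under the median of all tested compounds, cut at about 3.7% in these data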;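 also: PTEN knockout HCT116 line with beta catenin targeted HCT116 as companion control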
E-sel TNF inh: blocks E-selectin expression induced by TNF alpha; HUVEC TNFa-induced E-selectin immunofluorescence, high content; inhibition, % at 2 µM; hit rate 0.71% among 120,000; AID 1246;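 active = inhibition above the batch mean plus 3 SD, and confirmed as a hit on visual image review, cut at about 43% in these data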;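 also: 0% = TNF-stimulated DMSO wells and 100% = unstimulated control wells; not every result past the cut was called active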
GALR2 antag: blocks the human galanin receptor 2; AID 828; O43603; GALR2-expressing cells, antagonist mode; inhibition, % at 4 µM; hit rate 0.39% among 140,000; in the data active = inhibition above about 27%;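 also: cells stimulated with galanin 1-16 at roughly its EC80; 0% = agonist challenge control and 100% = basal control without agonist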
Target sequence (O43603 whole entry, looked up): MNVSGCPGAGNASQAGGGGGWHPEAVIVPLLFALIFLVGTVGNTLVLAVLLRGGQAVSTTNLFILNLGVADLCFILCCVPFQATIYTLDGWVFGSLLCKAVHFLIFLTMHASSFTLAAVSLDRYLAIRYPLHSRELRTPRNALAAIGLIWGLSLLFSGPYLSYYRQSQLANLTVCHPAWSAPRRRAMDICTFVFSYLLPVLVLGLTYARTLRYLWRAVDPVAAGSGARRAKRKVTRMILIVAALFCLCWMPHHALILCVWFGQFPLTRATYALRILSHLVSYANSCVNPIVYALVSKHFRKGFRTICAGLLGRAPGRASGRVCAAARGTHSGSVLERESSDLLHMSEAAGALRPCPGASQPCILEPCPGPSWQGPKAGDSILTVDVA
Yeast growth inh: reduces growth of yeast BB579 in restrictive medium. S. cerevisiae BB579 growth, OD615, 48 h. inhibition, % at 10 µM. hit rate 0.51% among 140,000;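 active = inhibition above a set limit, 3 SD over the mean compound inhibition, cut at about 44% in these data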; also: inactives centre near -24
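Test system: S. cerevisiae DeaD strain BB579 yeast; Medium: restrictive CSMM-D medium; Compound: one dose, 10 µM compound with 0.25% DMSO; Incubation: 4 h cell preincubation, 48 h compound exposure, 30 °C humidified; Signal: OD at 615 nm; Benchmarks: amphotericin B at 10 µg/mL as positive control.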
Active calls of the source: *; x = no result given.

SMILES | Measles CPE | bCat KO growth | MRP-1 activ | Yeast lifespan up | NPY-Y2 antag | Phagocytosis inh | PTEN del growth | E-sel TNF inh | GALR2 antag | Yeast growth inh
CCOCCOC(=O)C1=C(C)NC2=C(C(=O)CC(c3cccs3)C2)C1c1ccsc1 (stereo not given) | 11 | 101 | -2.0 | -8 | 4 | -1 | 97 | x | -5 | -34
COc1ccc(Cn2c(C)c(C)c(C#N)c2NC(=O)Nc2cccc(Cl)c2)cc1 | 3 | 79 | -5.0 | -4 | 1 | 1 | 79 | 28 | -8 | -20
CSc1ccccc1-c1nnc(-c2ccc(C)cc2)o1 | 26 | 75 | -1.9 | -8 | 13 | x | 82 | -7 | -6 | -55
CCOC(=O)N1CCN(C(=O)c2ccc3c(=O)n(CCC4=CCCCC4)c(=S)[nH]c3c2)CC1 | 2 | 62 | -3.9 | -21 | 6 | 0 | 48 | x | 1 | 1
CC(=O)OCCNC(=O)c1cc2ccccc2oc1=O | 2 | 107 | -3.8 | -21 | 3 | 1 | 85 | -2 | -16 | -28
C[C@@H](C(=O)NCC1CC1)[C@H]1C[C@]1(C)[C@H](NC(=O)OCc1ccccc1)c1ccccc1 | 6 | 76 | -1.8 | 4 | 5 | x | 69 | -31 | 4 | -16
O=C(CSc1ccccc1)Nc1ccncc1 | 18 | 87 | 1.6 | 19 | 1 | 4 | 81 | 19 | 1 | -42
Cc1nc2c(s1)sc1ccccc12 | 29 | 110 | 1.1 | -15 | 3 | 0 | 112 | 11 | 7 | -20
COc1ccc(C(=O)n2nc(C)cc2C)cc1OC | 27 | 91 | -0.4 | -16 | 0 | -3 | 95 | 16 | 21 | 5
O=C(CN1CCCc2ccccc21)N/N=C/c1ccccc1 | 6 | 91 | -2.4 | -4 | 5 | -9 | 79 | x | 10 | -20
Cc1[nH]c2ccccc2c1C(=O)COC(=O)C(C)C | 3 | 105 | 0.5 | -12 | 2 | -2 | 112 | 0 | -12 | -47
O=C(O)CCc1ccc(-c2ccccc2)n1-c1cccc(O)c1 | 3 | 105 | -0.9 | -15 | 11 | -1 | 119 | 2 | 5 | -40
O=[N+]([O-])c1cc(Cl)ccc1-c1nc(-c2ccccc2)no1 | 31 | 82 | -2.9 | -4 | 6 | -5 | 82 | x | 5 | -10
COCCNC(=O)CN(C(=O)CCC(=O)Nc1cc(C)on1)c1ccc(C)cc1C | 7 | 82 | -1.8 | -22 | 3 | 0 | 91 | -15 | -13 | -36
COc1ccnc(Oc2ccc(C)cc2)c1C#N | 67* | 104 | 0.1 | -21 | 0 | 2 | 93 | 24 | 2 | -48
COc1cc(C(=O)Nc2ccc(-c3nc4cc(C)ccc4o3)c(O)c2)cc(OC)c1OC | 7 | 13 | -3.3 | -21 | 2 | x | 11 | -3 | -4 | -52
CC(C)CC(=O)NS(=O)(=O)c1ccc(N)cc1 | 2 | 94 | -1.3 | x | 1 | x | 92 | 15 | 5 | -30
COc1ccc(NC(=O)Cn2nc(C(F)(F)F)c3c2CCCC3)cc1OC | 3 | 59 | -4.0 | x | -3 | x | 63 | 9 | 7 | -15
CCN1c2cccc3cccc(c23)S1(=O)=O | 18 | 96 | -1.2 | -21 | 4 | x | 95 | 7 | -9 | -56
COc1cc(/C=N/NC(=O)CCN2CCN(Cc3ccccc3)CC2)cc(OC)c1OC | 7 | 74 | -2.8 | -2 | 0 | 7 | 79 | 10 | 0 | -33
COC(=O)CNC(=O)C1CCN(C(=O)OCc2ccccc2)CC1 | 16 | 100 | 0.4 | -4 | 0 | -1 | 101 | 21 | -4 | -39
CC(=O)Cc1nsc(NC(=O)c2cc(-c3ccccc3Cl)oc2C)n1 | 17 | 100 | 2.2 | -2 | 5 | 0 | 93 | x | -12 | -20
O=C(NCCc1ccccc1)C1CCN(C(=O)NCc2ccccc2)CC1 | 1 | 87 | 3.1 | x | 2 | x | 101 | -5 | 4 | -3
CCC(CO)[n+]1c(C)cc(/C=C2\Sc3ccccc3N2Cc2ccccc2)cc1C (stereo not given) | 30 | 1.4* | -6.1 | 0 | 0 | -2 | 1.6* | 28 | 2 | -17
O=C(CSc1nnc(Nc2ccccc2)s1)Nc1cccnc1Cl | 17 | 100 | 0.4 | -6 | -2 | -11 | 98 | x | -2 | -6
O=C(C1CCCN(S(=O)(=O)c2cccc3cccnc23)C1)N1CCN(c2ccc(F)cc2)CC1 (stereo not given) | 10 | 61 | -0.8 | -6 | 1 | 0 | 65 | 9 | -15 | -7
c1ccc(-c2nc3nonc3nc2-c2ccccc2)cc1 | 7 | 2.3* | -2.7 | -21 | -3 | -1 | 2.4* | 1 | 10 | 70*
COc1ccc(Cl)cc1N1CC(C(=O)Nc2nccs2)CC1=O (stereo not given) | 26 | 70 | -1.9 | 1 | -1 | 0 | 62 | -14 | -2 | -19
CCOc1ccc(/C=C/C(=O)C(C(N)=O)=C2SCCS2)cc1 | 3 | 53 | -2.2 | 0 | 2 | -1 | 65 | -25 | -3 | 6
O=C(/C=C/c1ccc2c(c1)OCO2)NCc1ccco1 | 2 | 81 | -1.9 | -3 | 7 | -3 | 101 | 1 | 6 | -11
c1ccc2c(c1)oc1c(NCCCN3CCOCC3)ncnc12 | 1 | 92 | -0.6 | 4 | 5 | 1 | 84 | x | 5 | -37
COC(=O)Cn1cnc(=O)c(C#N)c1/C=C/N(C)C | 26 | 99 | 1.8 | -5 | 6 | x | 111 | x | -8 | -31
O=C(Nc1ccc(C(=O)N2CCOCC2)cc1)c1cccs1 | 7 | 89 | -0.4 | -3 | 1 | 0 | 98 | -3 | -5 | -28
CCCc1nnc(SCc2ccc(OC)cc2)n1N | 1 | 93 | -1.1 | -2 | 2 | -3 | 96 | -17 | -4 | -12
CCN(CC)NC(=S)Nc1ccccc1 | 17 | 94 | -2.7 | -2 | 4 | x | 105 | -2 | 3 | -34
O=C(CCc1ccc(S(=O)(=O)N2CCOCC2)cc1)N1CCCC1 | 6 | 92 | -1.8 | -3 | -1 | -1 | 92 | -20 | 3 | -4
CC(C)c1ccccc1NC(=O)c1ccc(CN(c2ccccc2)S(=O)(=O)c2ccccc2)cc1 | 3 | 68 | -2.1 | 0 | 7 | -1 | 66 | x | -6 | -12
Cc1cc(N(C)C)c(C#N)c(=O)[nH]1 | 5 | 92 | 1.7 | -6 | 0 | -2 | 87 | x | 7 | -7
CC1(C)Cc2c(c(-c3ccccc3)[nH]c(=O)c2C#N)CS1 | 14 | 95 | -3.0 | -14 | 0 | 2 | 97 | x | 15 | -25
CCNc1nc(SCCOc2ccc(C)cc2)nc(N(C)C)n1 | 19 | 74 | -3.1 | -16 | 8 | 1 | 66 | x | -1 | -20
C/C=C(\CS(=O)(=O)c1ccccc1)S(=O)(=O)c1ccccc1 | 11 | 52 | -4.6 | -1 | 4 | 2 | 36 | x | 6 | 13
CCc1nc2ccccc2c(C(=O)Oc2cccc3cccnc23)c1C | 6 | 89 | -3.3 | -8 | 7 | -1 | 88 | x | 8 | -8
C=CCC1C=CCC(CC=C)N1C(=O)c1ccccc1[N+](=O)[O-] (stereo not given) | 4 | 78 | -1.4 | 13 | 3 | -1 | 85 | x | 12 | -25
CC1(C)C(CO)=CC(=O)C2=C1SCC(=O)N2 | 5 | 87 | -1.1 | 3 | -4 | x | 96 | x | 11 | -47
Cc1c(NC(=O)C(C)Oc2ncnc3ccccc23)c(=O)n(-c2ccccc2)n1C (stereo not given) | 3 | 95 | 1.6 | -4 | 1 | x | 95 | 11 | -4 | 11
CC(C)N(Cc1nc(-c2ccccc2)no1)C(=O)CCCN1C(=O)c2ccccc2C1=O | 4 | 83 | -2.0 | 7 | 7 | -3 | 93 | -7 | -11 | -2
O=C(CCC(=O)OCC(F)(F)C(F)F)Nc1ccc(F)cc1F | 11 | 97 | -0.9 | -1 | 9 | -2 | 98 | 0 | -1 | 2
C=CCn1c(COc2ccc(Cl)cc2)nnc1SCC(=O)N1CC(=O)Nc2ccccc21 | 12 | 85 | 4.7* | -11 | 4 | -1 | 75 | -15 | -10 | -41
Cc1ccc(-c2nnn(CC(=O)N(c3ccccc3)C(C(=O)NC3CCCC3)c3ccco3)n2)o1 (stereo not given) | 23 | 74 | -0.2 | 1 | -1 | -1 | 92 | 11 | 9 | -65
Cc1ccc2nc(SC(C)C(=O)N3CCCC3)[nH]c2c1 (stereo not given) | 8 | 88 | -3.6 | 4 | 1 | x | 100 | -27 | 11 | -31

Reprinted from the part before: 2 entries, then new ones.
SMILES | Measles CPE | bCat KO growth | MRP-1 activ | Yeast lifespan up | NPY-Y2 antag | Phagocytosis inh | PTEN del growth | E-sel TNF inh | GALR2 antag | Yeast growth inh
Cc1ccc(-c2nnn(CC(=O)N(c3ccccc3)C(C(=O)NC3CCCC3)c3ccco3)n2)o1 (stereo not given) | 23 | 74 | -0.2 | 1 | -1 | -1 | 92 | 11 | 9 | -65
Cc1ccc2nc(SC(C)C(=O)N3CCCC3)[nH]c2c1 (stereo not given) | 8 | 88 | -3.6 | 4 | 1 | x | 100 | -27 | 11 | -31
Cc1csc2ncc(C(=O)NCc3ccccc3Cl)c(=O)n12 | 13 | 99 | -2.2 | -7 | 4 | x | 105 | -26 | 6 | -35
Cc1cccc2c1-c1sc(C(=O)N3CCc4ccccc4C3)cc1CO2 | 15 | 96 | 0.2 | -3 | 13 | x | 96 | 22 | 7 | 1
O=C(CN1CCC(NC(=O)Cc2ccccc2)CC1)Nc1cccc2ccccc12 | 8 | 104 | -3.9 | -3 | 5 | 5 | 92 | -46 | -8 | -4
N#CC(C#N)=Cc1cc2ccccc2nc1N1CCCCC1 | 3 | 81 | -2.9 | 36* | 1 | 4 | 61 | -15 | -1 | -24
O=C(Oc1cccnc1)c1ccc([N+](=O)[O-])cc1 | 6 | 97 | 1.6 | 1 | 5 | -9 | 105 | x | 6 | -37
Cc1noc(C)c1COC(=O)[C@H](C)NS(=O)(=O)c1ccc(Cl)c(Cl)c1 | 11 | 82 | -0.3 | -7 | -1 | 0 | 84 | 2 | -8 | -19
COc1ccc2c(c1)nc(SCC(=O)c1cccs1)n2C | 27 | 90 | -4.5 | -9 | 4 | x | 89 | -41 | -1 | -17
Cc1cc(C)cc(N(CC(=O)N/N=C/c2ccncc2)S(=O)(=O)c2ccccc2)c1 | 14 | 93 | -3.3 | -1 | 0 | x | 94 | x | 10 | 5
COc1cccc(Oc2cn[nH]c2-c2ccc(OC)cc2O)c1 | 13 | 94 | -1.5 | -22 | 4 | 0 | 88 | x | 4 | -21
CCc1ccccc1NCC(=O)Nc1ccccc1C(=O)OC | 3 | 75 | 0.3 | -7 | 5 | -4 | 73 | 57 | -16 | -33
O=C(O)CSc1nnnn1-c1ccc2c(c1)OCCO2 | 6 | 112 | -1.6 | -10 | 8 | -1 | 99 | -31 | 6 | -28
CCOC(=O)CN1C(=O)C(Sc2n[nH]c(-c3cccc(C)c3)n2)CCc2ccccc21 (stereo not given) | 5 | 85 | -0.4 | 2 | 1 | 0 | 83 | -30 | -8 | -12
CCCn1c(=O)c(Cc2ccccc2)c(O)c2ccccc21 | 5 | 80 | -0.5 | -3 | 4 | 0 | 89 | x | 13 | -31

Screening results as filed in PubChem.
